# zVAD death inh – inhibitors of zVAD-triggered necroptosis, primary screen, L929 cells. L929 zVAD necroptosis rescue, ATP luminescence, 24 h; with zVAD 60 µM. viability rescue, % at 10 µM. 220,000 tested, 0.38% active. AID 1377, 2008;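 active means activation, scaled between plate controls, above about 75%, limit read from the data; inactive means activation under that limit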;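 further: 0% = zVAD with DMSO and 100% = DMSO alone without zVAD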
# Hck-Nef inh – inhibitors of Nef-activated human Hck kinase, primary screen, biochemical, Z-Lyte FRET, 384-well, Hck-YEEI; Tyrosine-protein kinase HCK (Homo sapiens), P08631; inhibition, % at 20 µM; Recombinant Hck-YEEI plus Nef, Z-Lyte FRET kinase assay; 220,000 tested, 0.68% active;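 active means Hck-Nef kinase inhibition above about 50%, limit read from the data; inactive means inhibition below that limit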;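 further: 0% = DMSO with Hck plus Nef and 100% = Hck alone without Nef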
# Target sequence (P08631 whole entry, looked up): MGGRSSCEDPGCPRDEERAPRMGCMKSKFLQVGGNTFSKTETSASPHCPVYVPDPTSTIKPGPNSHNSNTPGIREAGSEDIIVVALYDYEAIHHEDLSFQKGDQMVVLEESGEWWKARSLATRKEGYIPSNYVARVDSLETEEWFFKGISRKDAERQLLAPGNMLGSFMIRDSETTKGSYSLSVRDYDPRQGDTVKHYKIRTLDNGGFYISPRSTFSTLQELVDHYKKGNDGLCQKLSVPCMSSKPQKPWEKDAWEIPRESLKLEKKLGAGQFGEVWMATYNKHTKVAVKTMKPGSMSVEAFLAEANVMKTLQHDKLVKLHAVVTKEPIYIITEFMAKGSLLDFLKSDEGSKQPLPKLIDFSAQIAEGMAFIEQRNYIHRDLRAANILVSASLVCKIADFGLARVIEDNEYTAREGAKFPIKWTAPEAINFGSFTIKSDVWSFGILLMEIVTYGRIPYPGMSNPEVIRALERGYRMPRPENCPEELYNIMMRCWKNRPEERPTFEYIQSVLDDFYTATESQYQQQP
# Runt-SMMHC FRET – inhibitors of RUNX1 Runt–CBFb-SMMHC binding, primary screen, biochemical, FRET, Cerulean-Runt, Venus-CBFb-SMMHC, uHTS; Cerulean-Runt/Venus-CBFb-SMMHC FRET ratio 530/480, 1 h; 220,000 tested, 0.74% active; Runt-related transcription factor 1 (Homo sapiens) + Core-binding factor subunit beta …; inhibition, % at 20 µM;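 active means mean inhibition across duplicate retests at 20 µM reaching about 50%, limit read from the data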;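 further: 0% = DMSO wells and 100% = wells with excess untagged CBFb-SMMHC; inhibitors lower the FRET ratio by blocking Runt binding to CBFb-SMMHC; some results filed as inactive read as strong as hits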
# EP2 mod – EP2 receptor modulators, cAMP readout, primary screen, cell-based, HTRF cAMP, PGE2 stimulation; Prostaglandin E2 receptor EP2 subtype (Homo sapiens), P43116; induction, % at 25 µM; AID 940, 2007; 260,000 tested, 0.83% active; EP2-expressing cells, cAMP HTRF FRET, PGE2 co-stimulation;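 active means compounds whose cAMP rise, as percent of the full-agonist control response, exceeds 60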;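 further: rat C6 glioma line stably carrying human EP2 under a CMV promoter; the protocol text gives 20 µM as final concentration; 100% = response of wells given 1 µM PGE2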
# Target sequence (P43116 whole entry, looked up): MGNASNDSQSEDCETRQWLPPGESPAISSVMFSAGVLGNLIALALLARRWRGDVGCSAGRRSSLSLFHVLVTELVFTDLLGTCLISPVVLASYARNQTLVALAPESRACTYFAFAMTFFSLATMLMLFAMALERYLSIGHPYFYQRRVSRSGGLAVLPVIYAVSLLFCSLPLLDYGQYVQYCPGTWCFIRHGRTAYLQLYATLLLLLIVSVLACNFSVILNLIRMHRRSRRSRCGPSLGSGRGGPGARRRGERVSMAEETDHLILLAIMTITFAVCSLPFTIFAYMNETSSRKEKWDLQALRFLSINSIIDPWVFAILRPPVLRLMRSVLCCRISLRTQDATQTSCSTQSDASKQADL
# EP2 antag – human EP2 receptor antagonists, primary screen, TR-FRET cAMP, C6 glioma cells; inhibition, % at 25 µM; 260,000 tested, 0.52% active; C6 glioma cells expressing human EP2; cells stimulated with saturating PGE2; AID 1422, 2008; Prostaglandin E2 receptor EP2 subtype (Homo sapiens), P43116;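 active means percent inhibition above 40 after rounding to a whole number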;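 further: rat C6 glioma host cells with rolipram phosphodiesterase inhibitor present; the protocol text gives 20 µM as final concentration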
# TNF necrop inh – inhibitors of TNF-alpha triggered necroptosis, primary screen, cell-based, Jurkat FADD-/-, single concentration; AID 463075, 2010; activation (protection from cell death), % at 10 µM; Jurkat FADD-/- TNF necroptosis rescue, ATP luminescence, 24 h; 0 = TNF only, 100 = no-TNF cells; 220,000 tested, 0.068% active;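 active means activation, meaning protection from cell death, of at least 50% relative to plate controls; inactive means activation below 50%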;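 further: necroptosis triggered by 40 ng/mL TNF-alpha added together with compound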
# Runt-CBFb FRET – inhibitors of RUNX1 Runt–CBFb binding, primary screen, biochemical, FRET, Cerulean-Runt, Venus-CBFb, uHTS; Cerulean-Runt/Venus-CBFb FRET ratio 530/480, 1 h; inhibition, % at 20 µM; AID 1496, 2009; 220,000 tested, 0.46% active; Runt-related transcription factor 1 (Homo sapiens) + Core-binding factor subunit beta …;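 active means inhibition over about 50% at 20 µM in the single-dose screen, limit read from the data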;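 further: 0% = DMSO wells and 100% = excess unlabeled CBFb competitor control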
#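 Assay system: Cerulean-Runt domain / Medium: Tris 50 mM pH 7.5, KCl, K2SO4, 0.01% BSA / Timing: protein complex preformed 1 h, compound exposure 1 h, room temperature, dark / Measured by: FRET, excitation 422 nm, emission at 530 and 480 nm / Evaluation: loss of energy transfer signal / Control set: 5 µM unlabeled CBFb as full-inhibition high control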
# RBBP9 inhibitor – human RBBP9 inhibitors, primary screen, biochemical, fluorescence polarization, FP-Rh probe, HTS. Serine hydrolase RBBP9 (Homo sapiens), O75884. recombinant RBBP9. inhibition, % at 7.94 µM. 220,000 tested, 0.2% active;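 active means inhibition above the campaign mean of all tested compounds plus 3 SD, cut at about 14% in these data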;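 further: plate controls were DMSO wells with RBBP9 for no effect and wells lacking RBBP9 protein for full effect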
# Target sequence (O75884 whole entry, looked up): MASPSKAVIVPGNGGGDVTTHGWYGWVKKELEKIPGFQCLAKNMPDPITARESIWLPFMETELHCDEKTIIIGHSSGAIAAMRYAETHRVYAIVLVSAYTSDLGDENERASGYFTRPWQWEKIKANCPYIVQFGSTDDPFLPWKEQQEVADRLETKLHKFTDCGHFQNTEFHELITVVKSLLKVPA
#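 Measured by: FP readout at 525/598 nm; material: recombinant human RBBP9; also added: Serine-hydrolase probe FP-Rh, 375 nM pre-mixing; medium: Tris buffer pH 8.0, NaCl, Pluronic; replication: one well per compound; doses: one concentration, 7.94 µM nominal, 0.794% DMSO; timing: preincubation 30 min plus labeling 45 min at 25 °C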
# PERK inh – block of dimerizer-induced PERK translation repression, primary screen, PERK inhibitor project, CHO PERK-DD cells, SEAP luminescence, HTS | Eukaryotic translation initiation factor 2-alpha kinase 3 (Homo sapiens), Q9NZJ5 | CHO PERK-DD fusion, SEAP luminescence translation reporter | inhibition, % at 5.6 µM | 220,000 tested, 0.17% active | AID 1416, 2008;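 active means inhibition above the mean inhibition of all tested compounds plus 3 SD, set separately per screening campaign, cut at about 2.9% in these data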;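 further: PERK kinase domain activated by AP20187 dimerizer at 100 nM; 0% = DMSO with dimerizer and 100% = rapamycin at 8.4 µM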
# * = called active by the depositor; . = not tested or not shown; & = joins results of further samples. Some of the compounds tested; count on the stated rates, not on these rows.
SMILES,zVAD death inh,Hck-Nef inh,Runt-SMMHC FRET,EP2 mod,EP2 antag,TNF necrop inh,Runt-CBFb FRET,RBBP9 inhibitor,PERK inh
COc1ccc(CC(=O)Nc2ccc(NC(=O)c3ccccc3F)cc2)cc1,50,14,-1,0,13,1.7,0,-4,0.7
COc1ccc(NC(=O)CN(C)CC(=O)Nc2ccc(N3CCOCC3)cc2)c([N+](=O)[O-])c1,1.0,22,5,-5,9,1.4,-2,3,0.2
CC(C)CCNC(=O)NC(=O)COC(=O)C1=COCCO1,0.0,0,4,34,11,-1.5,.,-1,1.6
COc1ccc(-n2c(-c3ccc(Br)cc3)c[n+]3c2CCc2ccccc2-3)cc1,.,-3,5,10,4,-12,-1,-5,-0.8
Cc1ccc(-n2c3c(c(=O)[nH]c2=O)C(NS(=O)(=O)c2ccc(C)cc2)(C(F)(F)F)C(=O)N3)cc1 (stereo unspecified),1.3,1,-3,1,7,-2.2,1,2,1.5
NC(=O)N/N=C/c1sc(=O)n(-c2ccccc2)c1Cl,0.1,17,-2,44,3,0.4,-3,-5,-0.5
O=C(Nc1ccc(NC(=O)c2ccccc2O)cc1)Nc1ccc(F)cc1F,78*,27,-1,-22,10,9.8,3,-11,-3.0
Cc1ccc2nsnc2c1NC(=O)Cc1ccc(Cl)cc1,1.4,25,1,25,8,1.2,0,1,1.3
COc1cc(CNCCCO)ccc1OCC(=O)NC(C)(C)C,3.0,17,-1,28,3,-0.1,1,-6,0.1
O=C(Cc1ccc(Cl)c(Cl)c1)Nc1cccc(S(=O)(=O)N2CCOCC2)c1,1.3,12,-1,-62,5,2.3,-2,-11,-0.5
O=C(Cn1nnc2ccccc21)Nc1ccc(Cl)cn1,2.4,-23,-3,13,4,2.5,-1,-2,-0.5
OC(CNCC1CCCO1)Cn1c2ccccc2c2ccccc21 (stereo unspecified),1.1,2,2,-14,10,3.5,0,-8,-0.6

# 3 entries picked at random from the list so far:
SMILES,zVAD death inh,Hck-Nef inh,Runt-SMMHC FRET,EP2 mod,EP2 antag,TNF necrop inh,Runt-CBFb FRET,RBBP9 inhibitor,PERK inh
O=C(Nc1ccc(NC(=O)c2ccccc2O)cc1)Nc1ccc(F)cc1F,78*,27,-1,-22,10,9.8,3,-11,-3.0
O=C(Cc1ccc(Cl)c(Cl)c1)Nc1cccc(S(=O)(=O)N2CCOCC2)c1,1.3,12,-1,-62,5,2.3,-2,-11,-0.5
COc1ccc(NC(=O)CN(C)CC(=O)Nc2ccc(N3CCOCC3)cc2)c([N+](=O)[O-])c1,1.0,22,5,-5,9,1.4,-2,3,0.2

# The list goes on:
SMILES,zVAD death inh,Hck-Nef inh,Runt-SMMHC FRET,EP2 mod,EP2 antag,TNF necrop inh,Runt-CBFb FRET,RBBP9 inhibitor,PERK inh
CCCCSc1cc(=O)n(-c2ccccc2)nc1C(=O)OCC,-0.2,1,-8,10,5,-2.1,-2,-8,0.5
Cc1ccc(C(=O)CCC(=O)Nc2cccc(C(F)(F)F)c2)cc1C,1.0,1,.,.,9,-2.9,.,0,2.1
COCCCNC(=O)c1ccc2c(=O)n(Cc3ccc(OC)cc3)c(=O)[nH]c2c1,0.1,24,-2,-45,6,-0.3,0,3,0.0
COc1cc(NC(=S)NCc2ccc(S(N)(=O)=O)cc2)c(OC)cc1Cl,0.5,2,4,-5,6,-0.4,11,-4,0.0
CC1CCc2c(sc3ncn4c(SCC(=O)NCc5ccco5)nnc4c23)C1 (stereo unspecified),-0.3,-1,-1,8,12,-5.0,-3,-9,-0.6
Cc1ccc(S(=O)(=O)NC(=O)Nc2ccc(OC(F)F)cc2)cc1,-0.4,-3,0,-18,5,3.2,1,-9,0.5
O=c1c2sccc2nc(SCc2cc(=O)n3cc(Br)ccc3n2)n1Cc1ccccn1,-1.7,17,0,28,20,0.2,2,-4,-0.2
CCCC(=O)Nc1ccc(N2CCOCC2)cc1,0.1,-1,-4,6,16,-0.2,3,0,1.5
CCOC(=O)c1ccc(S(=O)(=O)Nc2cc(C(C)(C)C)no2)cc1,-0.3,1,-1,10,5,-2.5,-1,-7,-0.1
CCn1nc(C)c(/C=N/NC(=O)Cn2nnnc2N)c1C,0.1,24,2,17,7,0.5,0,4,1.2
CC(C)OC(=O)c1c(NC(=O)CCC(=O)O)sc2c1CCCCC2,-0.4,-1,-2,16,9,0.2,-2,-5,0.5
O=C1/C(=C/c2ccccc2)Oc2cc(OC(=O)N3CCOCC3)ccc21,0.0,6,-4,-76,10,1.7,-5,-2,0.9
CCCCn1c(N(CCOC(C)=O)C(C)=O)nc2ccccc21,-0.2,0,.,4,4,-4.3,.,-11,-0.6
COc1ccc(N2CCN(S(=O)(=O)c3cc(C)ccc3OC)CC2)cc1,-0.3,11,-6,-13,6,1.3,0,5,0.8
COC(=O)c1ccc(NS(=O)(=O)c2ccc3c(c2)oc(=O)n3C)cc1,1.5,2,2,-3&-22,4&4,0.5,2,.,.
C/C(=N\NC(=O)c1ccccc1O)c1c(O)cc(C)oc1=O,0.6,1,-5,-10,7,-0.7,-1,1,0.7
Cc1ccc(-c2ccccc2NC(=O)C2C3C=CC(C3)C2C(=O)O)o1 (stereo unspecified),-0.2,1,0,-5,25,-2.0,12,-3,1.0
Cc1cccc(N(CC(=O)NCCSc2nc3ccccc3s2)S(=O)(=O)c2ccccc2)c1,0.9,3,0,-6,9,2.0,-3,7,1.0
C=CCn1cnc2scc(-c3ccc(C)cc3)c2c1=O,-0.1,-1,1,26,20,12,1,-4,1.1
O=C(CCc1ccccc1)Nc1ccc(Cl)cn1,1.9,1,-6,28,14,-5.4,0,-10,0.2
S=c1[nH]ccn1-c1cccc(Cl)c1,-0.3,-2,16,12,1,-0.2,14,-16,-0.7
COc1cc2c3c(c1)C(C)=CC(C)(C)N3C(=O)C2=O,3.8,17,8,-1,11,-9.8,4,-3,0.8
COc1ccc(OC)c(NC(=O)C2C3CCC(O3)C2C(=O)O)c1 (stereo unspecified),0.0,3,-1,10,.,-2.0,-2,3,-0.3
c1ccc(-n2cc(CN3CCCC(CN4CCCC4)C3)c(-c3ccc4c(c3)OCO4)n2)cc1 (stereo unspecified),0.3,19,-4,-33,10,1.9,-4,-6,0.3

# Some of these compounds in order of length of the SMILES, rising.
SMILES,zVAD death inh,Hck-Nef inh,Runt-SMMHC FRET,EP2 mod,EP2 antag,TNF necrop inh,Runt-CBFb FRET,RBBP9 inhibitor,PERK inh
CC(C)CCNC(=O)NC(=O)COC(=O)C1=COCCO1,0.0,0,4,34,11,-1.5,.,-1,1.6
COc1ccc(OC)c(NC(=O)C2C3CCC(O3)C2C(=O)O)c1 (stereo unspecified),0.0,3,-1,10,.,-2.0,-2,3,-0.3
Cc1ccc(S(=O)(=O)NC(=O)Nc2ccc(OC(F)F)cc2)cc1,-0.4,-3,0,-18,5,3.2,1,-9,0.5

# Next part.
SMILES,zVAD death inh,Hck-Nef inh,Runt-SMMHC FRET,EP2 mod,EP2 antag,TNF necrop inh,Runt-CBFb FRET,RBBP9 inhibitor,PERK inh
CC1CCN(C(=O)Oc2ccccc2)CC1,1.3,10,-3,23,6,7.3,-3,-2,0.3
COc1ccc(/C(C)=N/NC(=O)c2ccc(N(C)C)cc2)cc1,0.1,2,3,-9,.,-8.1,2,-5,1.2
O=C(NN=C1c2ccccc2-c2ccccc21)c1ccccn1,0.4,2,0,-6,8,-11,-4,0,0.1
COc1cc(NC(=O)CN(C)Cc2cccc(F)c2)c(C)cc1[N+](=O)[O-],0.6,23,-2,15,3,1.7,-4,-7,0.7
CN(Cc1nc(-c2cccs2)no1)CC1(N2CCOCC2)CCCCC1,-0.5,24,3,23,10,0.6,-1,-6,0.4
COc1ccccc1-c1c(C)c(C)nc(N)c1C#N,-0.2,3,-4,33,12,-0.4,-1,-9,0.5
Cc1ccc(C(=O)NC2CCS(=O)(=O)C2)cc1S(=O)(=O)N1CCOCC1 (stereo unspecified),0.0,0,4,7,16,-1.9,2,-3,0.6
COc1ccc(C2C(C(=O)N3CCCCC3)CCC(=O)N2c2cc(OC)c(OC)c(OC)c2)cc1 (stereo unspecified),-0.2,-1,3,10,8,-0.7,1,-3,-0.1
CCCCN(CC(=O)NC(C)(C)C)C(=O)C(=O)Nc1ccc2c(c1)OCCO2,3.7,18,3,6,6,1.3,1,-3,1.2
COc1cc2oc3cc(C)oc(=O)c3c2cc1OC,0.5,23,-1,-1,5,-1.3,4,4,0.8
N#Cc1ccccc1Sc1ccccc1C(=O)OCC(=O)N1CCN(C(=O)c2ccco2)CC1,70,1,-5,40,-2,-0.5,0,6,-0.4
Cc1nc(C(F)(F)F)nc(Nc2ccc(Br)cc2)c1C#N,-0.1,0,6,10,8,-3.7,-1,-5,-0.5
CCC(C)C(=O)Nc1cc(C(=O)OC)cc(C(=O)OC)c1 (stereo unspecified),0.4,4,-2,6,14,1.0,-2,-1,-1.1
CC(C)(C)Nc1nc2nonc2nc1NC(C)(C)C,0.2,-1,1,-32,13,0.6,2,1,0.3
CCCCCCOC(=O)c1ccc(N)cc1,-0.2,15,-2,27,6,-1.1,1,7,1.6
C/C=C/CSc1nc2c(c(=O)[nH]c(=O)n2C)n1C(C)C,-0.5,1,-2,-33,10,-8.4,0,15*,0.9
CN(CC(=O)Nc1ccc(C#N)cc1)Cc1ccc(Cl)cc1Cl,0.1,0,-1,-30,7,1.5,-1,-11,-0.4
O=C(Nc1ccccc1Br)c1ccc(OC(=S)N2CCOCC2)cc1,3.5,28,.,-84,8,-0.6,.,-4,-0.6
O=C(OCC(=O)N1CCOCC1)c1ccc(N2CCOCC2)c([N+](=O)[O-])c1,-0.2,11,0,12,5,-0.9,1,-5,1.4
Cc1ccc(S(=O)(=O)N2CCCC2C(=O)O)cc1 (stereo unspecified),1.4,0,-4,9,7,-0.3,1,-1,1.3
CCCc1nc2n[nH]c(N)c2c2c1COC(C)(C)C2,1.0,-9,-4,1,7,1.5,0,-2,0.1
O=C(COC(=O)Cc1ccc(Cl)cc1)Nc1cc(S(=O)(=O)N2CCOCC2)ccc1N1CCCC1,1.5,-3,0,10,0,1.5,-5,-7,-0.2
